# NALP1 inh: NALP1 inhibition. S. cerevisiae NALP1/ASC/caspase-1 growth, X-gal OD620, 72 h. inhibition, % at 10 µM. 0.61% of 280,000 active. AID 2071; in the data active means inhibition mostly above about 24%, no sharp cut-off; inactive means mostly below about 32%; further: some compounds called inactive have numbers as strong as hits
# NS3 helicase inh: inhibitors of Hepatitis C virus NS3 helicase; NS3 helicase DNA unwinding, Cy5 molecular beacon fluorescence; 0.56% of 290,000 active; inhibition, % at 10.9 µM;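 active means inhibition above the mean of all tested compounds plus 3 SD, set per campaign, cut at about 35% in these data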;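 further: 0% = DMSO wells and 100% = thioflavine S control wells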
#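 Material: hepatitis C virus NS3 helicase domain fragment enzyme; measured by: Cy5 fluorescence, 0 and 60 min reads; control set: DMSO and thioflavine S; incubation: 60 min unwinding reaction at 25 °C after ATP addition; read-out basis: % inhibition from 60/0 min fluorescence ratio, DMSO 0%, thioflavine S 100%; repeats: singlicate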
# VIM-2 inh: inhibitors of Pseudomonas aeruginosa VIM-2 metallo-beta-lactamase; purified VIM-2, nitrocefin hydrolysis, epi-absorbance fluorescence; inhibition, % at 5.6 µM; 0.89% of 290,000 active; AID 1527;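 active means inhibition above the mean of all tested compounds plus 3 SD, cutoff set per screening run, cut at about 7.5% in these data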;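 further: red hydrolysis product quenches plate fluorescence so inhibitors raise well fluorescence; 0% = enzyme with DMSO and 100% = DMSO without enzyme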
# MEKK2mut PB1 HTS: signal of MEK5 binding to mutant human MEKK2 PB1 domain | bead flow cytometry, Alexa488-MEK5 binding to MEKK2 mutant | percent response, % at 10 µM | 0.35% of 290,000 active | AID 1530; in the data active means percent response above about 24%, passing the limit was not always enough; further: inactives centre near 1; some results filed as inactive read as strong as hits
# UBC9 SUMO inh: blocks human SUMOylation mediated by UBC9; P63279; HTRF SUMOylation assay, SAE1/SAE2 + UBC9, in vitro; inhibition, % at 35 µM; 0.36% of 290,000 active; AID 2006; in the data active means inhibition above about 50%, passing the limit was not always enough; further: strong numbers were not always called active
# Target sequence (P63279 whole entry, looked up): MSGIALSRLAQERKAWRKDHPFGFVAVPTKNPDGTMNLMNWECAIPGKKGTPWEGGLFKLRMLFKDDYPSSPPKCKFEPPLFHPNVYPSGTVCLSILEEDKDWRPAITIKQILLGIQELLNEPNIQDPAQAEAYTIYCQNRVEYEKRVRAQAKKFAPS
# M18AAP inhibitor: blocks P. falciparum M18 aspartyl aminopeptidase | AID 1822 | inhibition, % at 7.35 µM | recombinant PfM18AAP, H-Glu-NHMec fluorogenic cleavage | 1.2% of 290,000 active;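 active means inhibition above the campaign mean inhibition over all tested compounds plus 3 SD, cut at about 28% in these data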;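 further: 0% = plate median of test compound wells and 100% = 2 mM ZnCl2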
# IMP-1 inh: blocks Pseudomonas aeruginosa IMP-1 metallo-beta-lactamase. 0.45% of 290,000 active. purified IMP-1, nitrocefin hydrolysis, epi-absorbance fluorescence. AID 1556. inhibition, % at 5.6 µM;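 active means inhibition above the mean plus 3 SD of all compounds in the same screening run, cut at about 4.5% in these data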;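 further: 0% = IMP-1 with DMSO and 100% = DMSO wells lacking enzyme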
#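 Assay system: purified IMP-1; Quantity: IMP-1 0.2 nM before substrate addition; Medium: HEPES buffer pH 7.1 with ZnSO4 and Brij 35; Incubation: 15 min enzyme–compound preincubation, then 25 min nitrocefin reaction, 25 °C; Signal: fluorescence quenching readout, ex 480/em 530 nm; Controls: DMSO with and without IMP-1; Repeats: singlicate testing.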
# MEKK2 WT-MEK5: raises or lowers MEK5 binding to wildtype human MEKK2 PB1 domain; Q9Y2U5; bead flow cytometry, Alexa488-MEK5 binding to MEKK2 WT; actives lie on both sides; binding response (% of control), % at 10 µM; 1.1% of 290,000 active; AID 1531; in the data active means binding response below about 67% or above about 130%
# DNA FID counter: fluorescent intercalator displacement, NS3 helicase counter-screen; 0.17% of 290,000 active; inhibition, % at 7.9 µM; AID 1845; DNA fluorescent intercalator displacement, fluorescence; in the data active means inhibition above about 37%;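 further: 0% = vehicle and 100% = reference compound; higher means more ethidium bromide displaced from hairpin DNA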
# Active calls of the source: *; / = no result given.
SMILES,NALP1 inh,NS3 helicase inh,VIM-2 inh,MEKK2mut PB1 HTS,UBC9 SUMO inh,M18AAP inhibitor,IMP-1 inh,MEKK2 WT-MEK5,DNA FID counter
Cc1ccc(S(=O)(=O)N2CCN(C(=O)c3nn(C(C)C)c(=O)c4ccccc34)CC2)cc1C,10,-5,-3.2,3,0,-2,-3.3,98,-6
Cc1oc2c(cc(NS(=O)(=O)c3ccc(C(C)C)cc3)c3ccccc32)c1C(=O)O,1,-8,2.3,5,20,7,8.9*,104,-25
O=C(CSc1cccc[n+]1[O-])C12CC3CC(CC(C3)C1)C2,1,2,-0.7,0,-19,0,-3.2,99,8
Cn1c(SCC(=O)NNC(=O)Nc2ccccc2)nnc1-c1ccccc1,/,-7,-1.2,-20,14,-1,-2.7,96,-8
O=C(NS(=O)(=O)c1ccc(Cl)s1)c1ccccc1,0,4,-1.9,23,7,-10,-3.1,193*,3
Cc1cccc(CN2CCC(n3nccc3NC(=O)c3ccccc3C)CC2)n1,10,0,-4.1,6,4,7,-2.8,104,12
O=C(NC(=S)Nc1ccc(Cc2ccncc2)cc1)c1ccc(F)cc1,15,-2,-2.0,-1,-1,4,-1.8,98,-6
O=S(=O)(c1cccs1)N1CCN(c2ccc(O)cc2)CC1,35*,1,1.3,2,17,37*,-2.6,103,4
O=C(c1ccc2c(c1)OCCO2)N1CCCC(CNS(=O)(=O)c2cccs2)C1 (stereo not drawn),0,9,-3.5,0,-6,1,-2.7,102,-30
Cc1ccc(-n2nnnc2SCC(=O)NC(=O)Nc2ccc3c(c2)OCCO3)cc1,-20,-13,-1.9,-5,13,5,-2.4,91,-19
Cn1ccnc1Sc1ccc(/C=N/NC(=O)c2ccccc2O)cc1[N+](=O)[O-],22,47*,-1.8,-3,11,-11,-2.1,94,-2
COCCn1c(SCC(=O)Nc2ccc(S(=O)(=O)N3CCOCC3)cc2)nc2ccccc21,-10,-4,-0.5,0,7,7,-1.0,100,-27
COc1ccc(C(=O)Nc2ccccn2)cc1S(=O)(=O)N1CCOCC1,16,6,-1.5,8,5,-6,-0.9,108,-4
CCCc1cc(=O)oc2c3c(cc(OCC(=O)NCc4ccccn4)c12)OC(C)(C)CC3,14,-6,-2.7,5,35,5,-4.6,105,-38
O=C(C1CCCO1)N1CCN(c2ncccn2)CC1 (stereo not drawn),-10,3,-2.2,-3,9,-3,-3.4,93,0
O=C(CN1CCOCC1)N/N=C/c1ccc(-c2ccc(C(=O)O)cc2)o1,/,9,-4.0,3,-4,-4,-3.0,100,1
CC(C)c1nc(SCC(=O)Nc2ccc(N(C)C)cc2)c2ccccc2n1,10,5,-3.9,-3,3,10,5.2*,97,-19
O=C(Nc1ccccc1-c1nc2ccccc2o1)c1ccc2c(c1)OCCO2,/,1,-1.3,/,/,0,-2.1,/,0
O=C(COc1ccc(Br)cc1CO)Nc1ccccc1,4,1,-1.6,-4,-12,-8,-1.6,95,-3
Cc1nc2n(n1)CC(O)CS2 (stereo not drawn),-34,-2,-3.6,3,17,-2,-1.5,100,2
Cn1nccc1NS(=O)(=O)c1ccc(C(C)(C)C)cc1,18,2,0.1,-6,5,-19,1.1,85,-4
NC(=O)C1CCN(S(=O)(=O)c2ccccc2[N+](=O)[O-])CC1,-10,-3,-1.6,10,-7,3,-1.8,112,-2
CCOc1ccc(NC(=O)C2CCCN2C(=O)OCc2ccccc2)cc1 (stereo not drawn),-12,14,-1.2,-1,-4,-1,-2.0,96,-16
Nc1ccc2c(c1)N1CCN=C1S2,-6,11,0.0,5,12,-11,-4.3,115,-3
C[C@@H]1C=C(C(=O)NCc2ccccc2)O[C@H](OCc2ccc(CO)cc2)C1,2,-2,1.2,1,22,-11,-0.4,99,-26

# Taken from above:
# Entry of `Nc1ccc2c(c1)N1CCN=C1S2` under NALP1 inh: -6
# Entry of `Cc1cccc(CN2CCC(n3nccc3NC(=O)c3ccccc3C)CC2)n1` under MEKK2mut PB1 HTS: 6

# For reference, 4 of the compounds above.
SMILES,NALP1 inh,NS3 helicase inh,VIM-2 inh,MEKK2mut PB1 HTS,UBC9 SUMO inh,M18AAP inhibitor,IMP-1 inh,MEKK2 WT-MEK5,DNA FID counter
COCCn1c(SCC(=O)Nc2ccc(S(=O)(=O)N3CCOCC3)cc2)nc2ccccc21,-10,-4,-0.5,0,7,7,-1.0,100,-27
COc1ccc(C(=O)Nc2ccccn2)cc1S(=O)(=O)N1CCOCC1,16,6,-1.5,8,5,-6,-0.9,108,-4
CCCc1cc(=O)oc2c3c(cc(OCC(=O)NCc4ccccn4)c12)OC(C)(C)CC3,14,-6,-2.7,5,35,5,-4.6,105,-38
O=C(C1CCCO1)N1CCN(c2ncccn2)CC1 (stereo not drawn),-10,3,-2.2,-3,9,-3,-3.4,93,0

# Following part.
SMILES,NALP1 inh,NS3 helicase inh,VIM-2 inh,MEKK2mut PB1 HTS,UBC9 SUMO inh,M18AAP inhibitor,IMP-1 inh,MEKK2 WT-MEK5,DNA FID counter
COc1ccccc1OCCOCCOc1ccc(C)cc1[N+](=O)[O-],36,-9,-1.2,-1,-10,-13,-3.1,101,-21
OCCNCCOc1ccccc1-c1ccccc1,5,3,-3.1,3,13,1,-3.3,105,10
O=C(CCCOc1ccc(Cl)cc1Cl)n1nnc2ccccc21,-25,-2,-1.0,1,3,-2,1.7,95,-6
Cc1ccc(C(=O)O/N=C(\N)c2ccc(Br)cc2)cc1,6,6,-3.8,/,13,3,-0.3,/,-5
C=CCn1c(NC(=O)c2ccc(C)cc2)nc2ccccc21,-8,-7,-3.5,19,36,-3,-3.1,106,-12
CN(C)CC(=O)Nc1ccc2cn[nH]c2c1,-1,14,-1.6,8,12,-3,-2.7,108,2
CC(=O)OCc1cc(-c2nn(C)c(=O)c3ccccc23)ccc1C,-2,10,1.7,0,6,-11,-4.2,97,-4
COc1ccc(S(=O)(=O)Nc2ccc(C)cc2)cc1N(C)S(=O)(=O)c1ccc(Cl)cc1,12,-17,-1.6,2,-26,1,-1.8,102,-18
CCn1c(C)c(C)c2cc(C(=O)NC3CCCCCC3)ccc21,16,-1,0.7,-2,7,8,-0.3,99,-42
CCOc1ccc(CNC(=O)CCS(=O)(=O)c2ccc3c(c2)NC(=O)CO3)cc1OC,5,4,-0.7,3,16,8,0.7,102,-18
O=C(CNC(=O)c1ccc(Cl)cc1)N/N=C/c1cccnc1,/,0,-4.0,6,4,-1,-2.6,98,-7
COC(=O)c1cc(S(=O)(=O)NCC2CCN(CCc3ccc(OC)cc3)CC2)cn1C,28,4,-2.2,3,5,-9,-3.6,111,21
NC(=O)COc1ccccc1/C=C1/SC(=O)N(CC(=O)N2CCc3ccccc3C2)C1=O,2,-7,-1.6,/,-3,24,-3.6,/,-21
Clc1ccc(SCCOCCN2CCCCCC2)cc1,30,-12,-1.3,5,-6,1,-0.2,117,9
Cc1ccc[n+](CC(=O)c2ccc(NC(=O)c3ccccc3)cc2)c1,-8,2,-1.3,4,15,8,-3.4,100,5
O=C(Cn1c(=O)oc2cc(S(=O)(=O)N3CCCC3)ccc21)N1CCN(c2ccccn2)CC1,23,0,-2.3,0,-3,-3,-3.3,107,-8
O=C(O)c1ccc(NS(=O)(=O)c2ccc(N3C(=O)CCC3=O)cc2)cc1,13,-7,-2.3,2,4,4,-5.2,98,0
CSc1c(CC(=O)Nc2ccc(F)cc2)n(Cc2ccccc2)c2ccccc12,26,10,-1.8,21,-10,0,-3.0,101,4
Cc1ccccc1OCc1nc(-c2ccc(Br)o2)no1,-4,-1,-1.7,14,-4,-11,-1.7,108,-1
Cc1nn(-c2ccccn2)c2c1C(c1ccsc1)C1=C(CCCC1=O)N2 (stereo not drawn),-11,-7,-0.5,/,21,-1,-3.7,/,-21
CC(=O)c1cccc(NC(=O)CN2C(=O)c3ccccc3C2=O)c1,-8,1,-4.3,8,8,1,-2.3,102,-3
CCCn1c(=O)c2[nH]c(C3CCCC3)nc2n(CCC)c1=O,14,-1,-4.0,1,-4,-6,-2.1,104,-7
Cc1ccccc1NC(=S)NC(=O)Cc1ccc(Cl)cc1,8,-2,-1.0,5,3,2,0.9,104,-13
Oc1cccc(NC(=S)N=Nc2c(O)[nH]c3ccc(Br)cc23)c1,1,3,-4.5,-3,-12,9,-2.6,77,-1
CC(=O)c1ccc(NC(=O)Cn2cnc(S(=O)(=O)N3CCCC3)c2)cc1,-28,7,-2.6,2,9,1,-1.4,103,-4
# The list goes on:
SMILES,NALP1 inh,NS3 helicase inh,VIM-2 inh,MEKK2mut PB1 HTS,UBC9 SUMO inh,M18AAP inhibitor,IMP-1 inh,MEKK2 WT-MEK5,DNA FID counter
Cc1ccccc1CSc1[nH]c(=O)ncc1C,-2,0,-1.4,8,/,3,-0.2,99,-10
CN(C)C(=O)C12CCC(C)(C(=O)C1Br)C2(C)C (stereo not drawn),16,-4,-1.7,-3,18,3,-2.9,95,-2
CCNC(=O)c1ccccc1NC(=O)c1cccc(S(=O)(=O)N2CCOCC2)c1,24,3,-1.3,-1,18,-3,-3.1,96,-11
O=C(c1ccc(Cl)cc1)C1CCCN(Cc2cccn2-c2ccccn2)C1 (stereo not drawn),8,-32,-1.6,-5,0,-5,-3.8,127,17
CCOc1ccc(NC(=O)NC23CC4CC(CC(C4)C2)C3)cc1,36,2,0.3,-2,-11,4,-1.0,101,-8
N#Cc1c(-c2cccnc2)c2c([nH]c1=O)-c1ccccc1OC2,1,3,0.0,1,24,0,-1.3,102,-10
CC(OC(=O)c1nsc(Cl)c1Cl)C(=O)NC(C)(C)C (stereo not drawn),4,0,0.3,9,10,-1,-4.8,99,0
Oc1ccc(-c2nnc(Nc3ccccc3)c3ccccc23)cc1,-11,1,1.8,-11,5,4,-2.0,91,-12
Cc1nnc(SCC(=O)NCCOc2ccc(Cl)cc2)n1-c1ccccc1,20,-2,-2.5,5,-3,1,-3.5,102,-32
COc1ccc(/C=C2\Sc3ccc(C(=O)NC4CC4)cc3N(C)C2=O)cc1OC,22,2,2.8,-5,6,0,-0.9,99,-46
CCOc1cccc(CN2CCC(n3nccc3NC(=O)C3CC3)CC2)c1O,-6,8,-2.6,8,10,15,-2.2,109,-7
CC(=O)C1=C(O)C(=O)N(Cc2ccco2)C1c1ccccc1 (stereo not drawn),-5,8,-4.1,4,2,-3,-3.8,101,4
N#Cc1ccc(-c2nnnn2-c2ccc3c(c2)OCO3)cc1,14,5,-3.0,6,19,-2,-0.6,104,2
CN/C=C1\C(=O)C(C)(C)Oc2ccc3ccc(=O)oc3c21,38,0,4.0,1,15,2,-2.5,93,-4
Cc1nc(NCCc2ccccc2)c(C#N)c(C)c1[N+](=O)[O-],22,-9,-0.6,6,-4,-8,-3.0,106,0
C/C(=N\NC(=O)Nc1ccccc1)c1ccc2ccccc2c1,25,-13,-2.1,-2,-7,0,-0.9,101,-4
CC(Oc1ccc2c(c1)c1ccnc3c4ccccc4c(=O)n2c13)C(=O)NCCN1CCOCC1 (stereo not drawn),13,-79,27*,4,46,6,-1.8,109,12
O=C(CN1CCCCCC1)N/N=C/c1ccc2ccccc2c1,8,-4,-0.9,6,-7,-6,-1.2,112,4
CC1=C(C(=O)OCc2ccccc2)C(c2ccsc2)C(C#N)=C(N)O1 (stereo not drawn),-1,13,-3.1,4,13,-1,-1.4,105,-13
COC(=O)c1sc2ncccc2c1OCc1cccc(Cl)c1,7,-1,-2.3,-9,13,-5,-5.4,93,-4

# Screening data (PubChem)
